V1aR counter = activates human V1a receptor in oxytocin agonist counter-screen; P37288; CHO-V1R cells, Fluo-8 calcium fluorescence, agonist mode; 0% DMSO, 100% 3 nM vasopressin; activation, % at 3 µM; 0.25% of 320,000 active; AID 2797;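 active = activation above the mean activation of all tested compounds plus 3 SD, per screening run, cut at about 20% in these data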;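 also: signal is peak over basal fluorescence ratio across a 100 second FLIPR read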
OXTR potentiator = potentiators of human oxytocin receptor. activation, % at 3 µM. 0.061% of 320,000 active. AID 2445. CHO-OTR cells, Fluo-8 calcium fluorescence, potentiator mode; 0% = oxytocin EC15, 100% = EC100;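 active = activation above that plate's cutoff, the mean activation of tested compounds plus 3 SD, cut at about 6.6% in these data, passing the limit was not always enough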;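 also: 100% uses oxytocin at 75 nM as the full agonist control; some results filed as inactive read as strong as hits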
Target sequence (P30559 whole entry, looked up): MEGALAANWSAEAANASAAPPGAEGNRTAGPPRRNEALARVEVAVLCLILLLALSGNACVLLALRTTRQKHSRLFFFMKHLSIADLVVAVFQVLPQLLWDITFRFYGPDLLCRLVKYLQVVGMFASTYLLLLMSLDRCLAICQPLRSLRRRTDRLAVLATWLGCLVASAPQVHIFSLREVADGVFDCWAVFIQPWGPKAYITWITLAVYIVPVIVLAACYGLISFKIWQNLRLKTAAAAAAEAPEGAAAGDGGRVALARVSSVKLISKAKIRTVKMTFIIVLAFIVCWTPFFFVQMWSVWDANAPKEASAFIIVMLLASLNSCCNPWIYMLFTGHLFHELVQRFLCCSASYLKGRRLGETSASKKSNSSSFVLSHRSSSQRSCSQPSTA
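test system = CHO-OTR cells, human receptor | compound = single-point 3.0 µM | schedule = 6 min compound pre-incubation at room temperature, 100 s kinetic read | signal = Fluo-8 no-wash calcium dye fluorescence, excitation 470-495 nm, emission 515-575 nm | repeats = single well per compound, singlicate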
CHO parental Ca = counter-screen: ATP calcium response change in parental CHO cells; parental CHO-K1, ATP-induced calcium, Fluo-8 fluorescence; inhibition, % at 5.6 µM; 0.63% of 330,000 active; AID 463079;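 active = inhibition above that plate's mean sample inhibition plus 3 SD, cut at about 26% in these data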;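 also: 0% = ATP-challenged DMSO wells and 100% = DMSO wells without ATP; some compounds past the cut are filed as inactive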
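Assay system: untransfected parental CHO cell line. Also added: ATP agonist challenge. Dosing: one dose, 5.6 µM nominal. Measured by: Fluo-8 fluorescence. Read-out: % inhibition. Benchmarks: ATP wells versus no-ATP DMSO wells. Repeats: no replicates.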
CHO-K1 Ca antag = counter-screen for M1 antagonists: effect in parental CHO-K1 cells | ATP-induced calcium, Fluo-8 fluorescence | inhibition, % at 3 µM | 0.6% of 360,000 active;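 active = inhibition above a per-plate cutoff, the plate's mean sample inhibition plus 3 SD, cut at about 24% in these data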;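 also: 0% = DMSO plus EC80 ATP and 100% = DMSO alone without ATP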
GPR7 antagonist = antagonists of human GPR7 (neuropeptides B/W receptor 1) | P48145 | GPR7-expressing cells, fluorescence antagonist assay | inhibition, % at 4.4 µM | 1.1% of 290,000 active; in the data active = inhibition above about 16%, passing the limit was not always enough;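 also: cells stimulated with the agonist NPW; 0% = agonist with vehicle and 100% = vehicle without agonist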
Target sequence (P48145 whole entry, looked up): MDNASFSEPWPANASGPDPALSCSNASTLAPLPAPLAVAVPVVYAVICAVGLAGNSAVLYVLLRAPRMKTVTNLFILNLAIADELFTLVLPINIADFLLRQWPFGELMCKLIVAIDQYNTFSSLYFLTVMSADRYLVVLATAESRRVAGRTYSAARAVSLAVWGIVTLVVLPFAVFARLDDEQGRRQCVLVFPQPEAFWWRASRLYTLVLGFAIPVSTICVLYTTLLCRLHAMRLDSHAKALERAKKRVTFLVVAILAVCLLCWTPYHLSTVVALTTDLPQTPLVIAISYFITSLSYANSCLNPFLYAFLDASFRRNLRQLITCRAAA
M1 PAM parental = nonselective activator or artifact in parental CHO-K1 calcium assay. ATP EC20, Fluo-8 calcium fluorescence; 0% at ATP EC20, 100% at ATP max. AID 602247. activation, % at 3 µM. 0.02% of 360,000 active;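 active = activation above the run cutoff, the mean activation of all test compounds plus 3 SD, cut at about 40% in these data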;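 also: peak over basal fluorescence ratio in a 140 s read after ATP addition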
OXTR agonist = activates the human oxytocin receptor; CHO-OTR cells, Fluo-8 calcium fluorescence; normalized: DMSO 0%, oxytocin 100%; 0.32% of 320,000 active; activation, % at 3 µM; AID 2435; P30559;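 active = activation above the mean of all tested compounds plus 3 SD, cutoff set per screening run, cut at about 20% in these data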;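 also: peak over basal fluorescence ratio from a 100 s FLIPR kinetic read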
CHO-K1 Ca ag = M1 agonist counterscreen hit in parental CHO-K1 cells | Fluo-8 calcium fluorescence; scaled to maximal ATP response, vehicle zero | activation, % at 3 µM | 0.48% of 360,000 active; in the data active = activation above about 15%;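 also: untransfected CHO-K1 host cells lacking M1 receptor as counterscreen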
TAAR1 antagonist = human TAAR1 antagonism; Q96RJ0; CHO RD-HGA16 TAAR1, Fluo-8 calcium fluorescence, antagonist; inhibition, % at 3 µM; 1.5% of 360,000 active; AID 624466;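 active = inhibition above a per-plate cutoff, the mean inhibition of test compounds on that plate plus 3 SD, cut at about 49% in these data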;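 also: 0% = DMSO plus EC80 beta-PEA response and 100% = DMSO alone without agonist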
Target sequence (Q96RJ0 whole entry, looked up): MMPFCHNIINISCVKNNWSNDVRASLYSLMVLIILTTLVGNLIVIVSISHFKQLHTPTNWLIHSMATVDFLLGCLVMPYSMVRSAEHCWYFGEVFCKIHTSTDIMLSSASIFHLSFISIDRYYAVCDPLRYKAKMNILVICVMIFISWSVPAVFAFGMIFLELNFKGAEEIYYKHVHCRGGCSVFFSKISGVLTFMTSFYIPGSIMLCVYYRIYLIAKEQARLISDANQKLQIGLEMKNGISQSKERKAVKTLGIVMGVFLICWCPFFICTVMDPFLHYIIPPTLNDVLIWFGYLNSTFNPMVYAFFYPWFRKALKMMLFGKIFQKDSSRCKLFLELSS
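System: RD-HGA16 CHO cells with stable hTAAR1 and Gα16 | Probe or stimulus: EC80 β-phenethylamine stimulus | Dosing: 3 µM, single point | Times: Dye loading 75 min at 37 °C, then 30 min room temperature | Measured by: Fluo-8 calcium-sensitive fluorescence | Read-out basis: % inhibition of agonist calcium response | Replicates: n of 1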
Numbers without * were called inactive; . = no result given.

SMILES	CHO-K1 Ca antag	OXTR potentiator	CHO-K1 Ca ag	M1 PAM parental	TAAR1 antagonist	OXTR agonist	GPR7 antagonist	V1aR counter	CHO parental Ca
C[N+](C)(C)Cc1ccccc1	2	-4	0.7	-3	-14	-0.2	-12	1.3	1
COC(=O)C12CCc3cc(OC)ccc3C1=CC(=O)C2 (centres undefined)	9	.	0.2	-15	-11	.	.	.	.
Cc1cc(C(=O)OCC(=O)Nc2ccccc2F)c(C)n1C1CC1	-8	.	0.2	-6	-6	.	.	.	.
COC(=O)C1=C(c2ccc(F)cc2F)C[C@@H]2CC[C@H]1N2C(=O)N1CCCC1	-12	-4	0.0	24	-10	-1.1	.	-0.9	-21
CC1SC2(CN3CCC2CC3)NC1=O (centres undefined)	9	-8	-0.3	-8	4	0.3	-2	0.2	-1
Cc1ccc(/C=C2\C(=O)NC(=S)N(c3ccc(F)cc3)C2=O)s1	-3	-8	0.0	14	8	0.8	-13	2.0	4
COC(=O)C1=C(c2ccc(OC(F)(F)F)cc2)C[C@@H]2CC[C@H]1N2C(=O)NCCc1ccccc1	-13	-5	-0.6	11	14	-0.7	.	1.6	-29
O=C1C2CCN(CC2)[C@@H]1Cc1ccc2ccccc2c1O	6	0	0.7	7	13	3.0	-4	2.3	-20
COc1ccc2c(CN3CC=C(c4ccccc4)CC3)cc(=O)oc2c1	-13	-4	1.8	20	24	0.5	-2	0.4	-2
CC1CN(O)C2CCc3c(no[n+]3[O-])C12O (centres undefined)	5	-9	0.3	9	-15	-0.6	-1	-0.1	1
c1ccc2c3c([nH]c2c1)CNCC3	-4	-8	0.5	10	-10	0.5	-2	-0.3	-9
COC(=O)C1=C(c2cccc(OC)c2OC)C[C@@H]2CC[C@H]1N2C(=O)NCCCOC(C)C	-5	6	0.1	5	5	0.5	.	0.6	-11
O=[N+]([O-])c1c(Cl)c(Cl)c(Cl)c(Cl)c1Cl	-3	.	0.2	-3	3	.	.	.	.
CC1OC(OC2C(O)CC(OC3C(O)CC(OC4CCC5(C)C(CCC6C5CCC5(C)C(C7=CC(=O)OC7)C(O)CC65O)C4)OC3C)OC2C)CC(O)C1O (centres undefined)	-11	.	0.9	19	-21	.	.	.	.
CN1CCN(C(=O)COc2ccc(S(=O)(=O)NC3CCCCC3)cc2Cl)CC1	-5	-9	1.9	1	-5	0.1	-4	-0.5	-10
C=CC1CN2CCC1CC2C(O)c1ccnc2ccccc12 (centres undefined)	-1	.	0.1	6	16	.	.	.	.
COC(=O)[C@]12OC[C@]34C([C@@H](O)[C@@H]1O)[C@]1(C)CC(=O)C(O)=C(C)[C@@H]1C[C@H]3OC(=O)[C@H](O)[C@@H]24 (some centres undefined)	2	2	-0.1	-10	-1	0.9	.	0.5	-6
COC(=O)C1=C(c2ccccc2OCc2ccccc2)C[C@@H]2CC[C@H]1N2C(=O)NCCc1ccc(F)cc1	-23	-7	0.9	20	46	3.4	.	2.9	-26
COc1ccc(-n2c(-c3ccccc3)nc3ccccc3c2=O)cc1	-5	2	0.9	20	-21	-0.3	1	-1.0	-12
C=C(C)CSc1nnc([C@@H](N)Cc2ccccc2)o1	7	-13	-0.6	-14	-10	-1.4	4	1.6	-2
Cc1ncoc1C(=O)NCC1=C(c2ccc3ccccc3c2)C[C@@H]2CC[C@H]1N2Cc1ccco1	-5	.	1.2	15	5	.	.	.	.
Cc1cc(Cl)ccc1OCC(=O)O	-10	-2	-0.2	4	-16	-1.0	-14	-0.9	0
O=C(COc1ccc2ccccc2c1)N1CCN(Cc2c[nH]c3ccccc23)CC1	8	-18	4.3	13	21	24*	6	8.5	17
COc1ccc(C(C)=O)cc1CN1CC=C(c2ccccc2)CC1	-10	1	0.4	4	.	0.5	7	-0.7	-17
CC/C(=N\NC(=O)c1ccccc1O)c1c(O)n(Cc2ccccc2)c(=O)[nH]c1=O	-11	3	1.6	16	-21	1.3	-14	2.0	3
Cc1cc2c(C(F)(F)F)cc(=O)oc2c2c1NCCC2	-5	-1	2.1	10	1	4.5	-5	8.8	-1
N#CSCC(=O)N1c2ccccc2CCc2ccccc21	14	-5	0.1	-4	-20	-0.5	2	0.2	-20
CC1CCCN(C(=O)CCl)C1 (centres undefined)	-11	-8	0.9	33	-6	0.8	-10	1.0	-5
CCSc1nnc([C@@H](N)Cc2ccccc2)o1	15	-2	0.4	0	-2	0.0	-10	0.0	3
C[C@]1(O)CC[C@H]2[C@@H]3CCC4=CC(=O)CC[C@]4(C)[C@@]3(F)[C@@H](O)C[C@@]21C	-2	.	0.9	-12	9	.	.	.	.
CCOC(=O)/C(CCCN(CC)CC)=N\O	8	-6	0.6	-6	-11	-0.6	-12	1.1	-12
N#Cc1ccc(NC(=O)CN2C(=O)NC3(CCCC3)C2=O)cc1Cl	-14	-5	1.8	-5	12	1.4	10	2.6	5
O=C(NC1CN2CCC1CC2)c1ccc(-c2ccc([N+](=O)[O-])cc2)o1 (centres undefined)	3	-3	0.0	4	-17	0.0	2	1.0	-3
COc1ccc(C(=O)O)cc1OC	-10	.	0.1	23	-5	.	.	.	.
COc1cc(/C=C(/C)[N+](=O)[O-])ccc1OCc1ccccc1Cl	2	-7	1.1	15	.	-0.7	2	0.0	54*
CCN(CC)C(=O)COc1cc(C)cc2oc(=O)c3c(c12)CCCC3	-2	.	-0.2	10	-22	.	-10	.	.
CC(Cc1ccc(O)cc1)NCC(O)c1ccc(O)c(O)c1 (centres undefined)	8	.	0.3	-7	-13	.	.	.	.
O=c1[nH]c2ccccc2n1C1CCN(C(c2ccccc2OC(F)(F)F)c2nnnn2-c2ccc3c(c2)OCCO3)CC1 (centres undefined)	-18	.	20*	33	52*	.	.	.	.
COc1ccc(N2CC2c2ccncc2)cc1 (centres undefined)	-12	-20	0.3	13	3	-1.2	-4	-0.2	1
NC1C2CN3CCN(C2)CC1(c1ccccc1)C3 (centres undefined)	-16	12	0.4	16	3	1.4	-15	0.4	2

Brought forward from above: 2 entries, followed by the next part.
SMILES	CHO-K1 Ca antag	OXTR potentiator	CHO-K1 Ca ag	M1 PAM parental	TAAR1 antagonist	OXTR agonist	GPR7 antagonist	V1aR counter	CHO parental Ca
COc1ccc(N2CC2c2ccncc2)cc1 (centres undefined)	-12	-20	0.3	13	3	-1.2	-4	-0.2	1
NC1C2CN3CCN(C2)CC1(c1ccccc1)C3 (centres undefined)	-16	12	0.4	16	3	1.4	-15	0.4	2
Nc1c(C(=O)NCCCc2ccccc2)c2nc3ccccc3nc2n1Cc1cccs1	-7	-7	0.4	2	-10	0.2	7	0.1	-16
CS(=O)(=O)c1ccc(C2=C(CNC(=O)c3nccs3)[C@H]3CC[C@@H](C2)N3Cc2ccco2)cc1	6	.	0.5	-14	-2	.	.	.	.
O=C(O)C1Cc2ccccc2N2CCCC12 (centres undefined)	-11	-5	0.8	-1	-7	-0.6	-14	0.1	-6
CCOC(=O)c1ccccc1NC(=O)c1c(O)[nH]c(=S)[nH]c1=O	-12	-7	0.0	10	-1	-0.7	.	1.7	12
COc1ccc(CC(=O)N2CCN(C)CC2)cc1OC	-22	0	0.6	8	-12	-0.1	-6	0.8	0
NC(=O)Nc1cccc(C(F)(F)F)c1	-11	-7	0.8	15	7	0.5	-9	-1.0	10
CN(C)C(=O)Oc1ccc(OCc2nc3ccccc3[nH]2)cc1	-6	-7	3.7	-1	8	3.4	-5	6.5	2
Nc1ccc2ccc3cccc[n+]3c2c1	-9	-16	32*	20	8	38*	1	92*	37*
Cc1ccc(OC(=O)N(C)C[C@@H]2OCc3cnnn3CCCC(=O)N([C@@H](C)CO)C[C@@H]2C)cc1	-16	.	0.8	12	-22	.	.	.	.
CN1CCN(Cc2ccccc2C(F)(F)F)CC1	-6	1	0.6	12	8	1.2	1	1.0	-14
COc1ccc(NP(=O)(Oc2ccc(Cl)cc2)Oc2ccc(Cl)cc2)cc1OC	5	2	0.8	17	39	-1.2	0	0.6	-17
Cc1cccnc1-n1c(C)nc2ccccc2c1=O	-3	-4	-0.3	-8	-18	0.2	2	0.2	-16
C/C=C1/C[N+]2(C)CCC34C(=C(C=O)[C@H]1C[C@@H]32)Nc1ccccc14 (some centres undefined)	8	-2	0.3	2	-5	0.7	.	0.1	-6
CCOCN(C(=O)CCl)c1c(C)cccc1CC	-5	-7	0.0	5	3	-1.7	.	-0.5	-6
NS(=O)(=O)c1ccc(N=Cc2c(O)n(C3CCCCC3)c(=O)n(C3CCCCC3)c2=O)cc1	-9	-1	1.4	-3	19	-0.3	-7	0.4	-10
CNCC(O)c1cc(OCc2ccccc2)c(OCc2ccccc2)cc1F (centres undefined)	3	-15	14	11	15	13	.	5.3	7
COC(=O)C1=C(c2ccc(S(C)(=O)=O)cc2)C[C@@H]2CC[C@H]1N2C(=O)N1CCCCC1	2	0	-0.4	-8	-4	0.2	.	1.1	-10
COc1ccc(CCn2c(O)c(/C=N/N3CCOCC3)c(=O)[nH]c2=O)cc1OC	-11	-4	1.2	14	-15	-1.5	-15	1.1	-14
Cc1nc2ccccc2c(=O)n1-c1cc([N+](=O)[O-])cc([N+](=O)[O-])c1	-8	-2	1.9	-2	-14	1.6	-21	3.8	-16
Cn1cc(C(=O)OCC(=O)NC2CCCCC2)c2ccccc21	-5	-8	-0.2	7	19	-1.1	.	0.3	-18
C/C(=N\N1CCCCCC1)c1c(O)n(C2CCCCC2)c(=O)[nH]c1=O	-23	-6	0.7	33	-11	-2.5	-23	-1.9	-39
COC1=CC(=O)OC(CCc2ccc3c(c2)OCO3)C1 (centres undefined)	-3	.	0.4	1	-3	.	.	.	.
Cc1ccc(C(O)(c2ccc(C)c(C)c2)C2CN3CCC2CC3)cc1C (centres undefined)	10	-6	1.5	6	-4	3.6	31	1.4	-12
CC(C)Sc1nnc([C@@H](N)Cc2ccccc2)o1	0	0	0.0	4	8	-0.2	6	0.2	-6
CCCC12CN3CCN(C1)CC(CCC)(C3)C2=O	-1	-1	0.2	-8	-7	-0.3	-8	-0.8	10
CCCCCCC(=O)N/N=C/c1c(O)n(C(C)CC)c(=S)[nH]c1=O (centres undefined)	-12	-9	1.1	22	-21	-3.2	-17	0.2	-9
CCN(CCCl)c1cc(CN(C)C)cc(NC(=O)c2ccc(C(=O)Nc3cc(CN(C)C)cc(N(CC)CCCl)c3)cc2)c1	-12	.	0.9	17	-3	.	.	.	.

These rows are one share of the data. The share of hits here may be higher or lower than overall.
